Source: PubChem BioAssay
Myeloid diff 2 – induction of myeloid progenitor differentiation, primary screen, cell-based, flow cytometry, MLPCN library | ER-HoxA9 myeloid progenitors, lysozyme-GFP differentiation | calls only at 10 µM | 360,000 tested, 1% active;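 active means normalized GFP-positive differentiation at or above the plate's own cutoff, the solvent-only control mean plus 3 SD; inconclusive means no clear call, values can overlap the other calls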;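 further: cells exposed to compound for four days before flow analysis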
MgcRacGAP inhibition – MgcRacGAP GTPase-activating activity inhibitors, confirmation, biochemical, ADP Hunter fluorescence | Rac GTPase-activating protein 1 (Homo sapiens) | MgcRacGAP-stimulated Rac1 GTP hydrolysis, ADP Hunter fluorescence; higher % means a stronger effect; GST-tagged Rac1 F28L mutant substrate | inhibition, % at 30 µM; hits with a dose series show IC50 in µM | 340,000 tested, 0.6% active | AID 624330, 2012;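 active means first-screen hits whose inhibition reached a set limit at any dose in the follow-up dose series; inconclusive means inhibition above the set first-screen limit but never retested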;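 further: fluorescence reports GDP produced by GAP-driven GTP hydrolysis; strong numbers were not always called active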
Myeloid diff 2 GFP+ MAC1+ % – recorded beside Myeloid diff 2, whose call it bears; GFP+ MAC1+ double positive, %; measured here: differentiation confirmed by MAC1 staining
Active calls of the source: *; i = inactive; ? = inconclusive; · = no result given. Some of the compounds tested, so the mix of outcomes need not match the whole.

Values run as follows: Myeloid diff 2	Myeloid diff 2 GFP+ MAC1+ %	MgcRacGAP inhibition
C[C@H](CO)N1C[C@H](C)[C@H](CN(C)Cc2cccc(C(F)(F)F)c2)OCc2ccccc2-c2c(n(C)c3ccccc23)C1=O
→ i	0.7	13.7%
CC(C(=O)N1CCCCC1)N(C)CC(=O)Nc1ccc(F)c(F)c1F (stereo not drawn)
→ i	1.2	2.9%
COc1ccc(NC(=O)N(C)[C@H]2C[C@H]3c4[nH]c5ccc(-c6ccc(OC)cc6)cc5c4CCN3C(=O)[C@H]2[C@H](C)O)cc1
→ i	0.4	6.9%
CCN1C(=O)[C@H]2[C@@H](c3ccc(C(F)(F)F)cc3)N[C@]3(CCCN(Cc4ccc(F)cc4)C3=O)[C@H]2C1=O
→ i	1.0	3.7%
NC(=O)CSc1nnc(-c2ccco2)n1-c1ccc(F)cc1
→ i	0.3	18.7%
COc1ccc(C(C#N)=Cc2ccccc2OC)cc1
→ ?	·	3.2%
CCCc1c(C(=O)N/N=C/c2ccc3c(c2)OCO3)nnn1-c1nonc1N
→ i	0.2	3.5%
COc1ncnc2c1ncn2CCCNCc1ccccc1
→ i	0.1	20.3%
CCOC(=O)N1CCC2(CC1)NC(=O)c1ccccc1N2
→ i	0.8	10.4%
COc1ccc(/C=C(\NC(=O)c2ccc(Cl)cc2)C(=O)NCc2cccnc2)cc1OC
→ i	0.5	5.5%
CNC(=O)C[C@H]1C(=O)N(CCc2ccccc2)C[C@@H]1C
→ i	1.2	3.1%
COc1ccccc1NC(=O)C(C)OC(=O)C1CC(=O)N(Cc2ccco2)C1 (stereo not drawn)
→ i	1.3	-6.9%
COc1ccc([C@H]2N[C@]3(CCCN(Cc4ccc(Br)cc4)C3=O)[C@H]3C(=O)N(Cc4ccccc4)C(=O)[C@@H]23)cc1
→ i	1.4	15.1%
O=C(Nc1ncccc1O)c1ccc(S(=O)(=O)NCc2ccco2)cc1
→ i	1.0	4.3%
CCOC(=O)c1ccc(NC(=O)c2nc[nH]c2C(=O)NC[C@@H](C)O)cc1
→ i	1.7	15.1%
Cc1ccc(S(=O)(=O)N(C)C[C@@H]2OCc3cnnn3CCCC(=O)N([C@@H](C)CO)C[C@H]2C)cc1
→ i	1.0	3.7%
COc1cc2ccc(-c3ccc4ccccc4n3)cc2cc1OC
→ i	0.1	9.8%
COc1ccc(-c2cc3nc(-c4ccccc4)cc(N4CCN(C(=O)c5ccccc5)CC4)n3n2)cc1
→ i	0.9	10.6%
CC(C)NC(=O)N(C)C[C@@H]1OCc2cnnn2CCCC(=O)N([C@H](C)CO)C[C@H]1C
→ i	0.6	4.0%
COCCCN1C(=O)C(CC(=O)NCCc2ccccn2)CC(C(=O)N2CCOCC2)=C1C (stereo not drawn)
→ i	0.7	16.7%
CCC1NC(=O)c2cc3ccccc3cc2-n2c1nc1ccc(OC)cc1c2=O (stereo not drawn)
→ i	0.2	5.0%
CSc1ccc(/C=C/C(=O)OCC(=O)NC2CCCCCC2)cc1
→ i	0.4	-2.0%
COc1cccc(NC(=O)N(C)C[C@@H]2OCc3cn(nn3)CCCC(=O)N([C@H](C)CO)C[C@H]2C)c1
→ i	0.2	12.7%
Cc1ccccc1-c1ccc2c(c1)O[C@H](CN(C)C(=O)C1CC1)[C@@H](C)CN([C@@H](C)CO)S2(=O)=O
→ i	0.2	4.2%
O=C1CCCCC1C1(O)C(=O)Nc2ccccc21 (stereo not drawn)
→ i	0.7	8.8%
COc1ccccc1-c1nnc(NC(=O)C2CCCN2S(=O)(=O)c2cccs2)o1 (stereo not drawn)
→ i	0.5	5.0%
COc1cccc(C(=O)O)c1OS(=O)(=O)c1ccc(C)cc1
→ i	1.5	-1.5%
CC1(C)CC(=O)C=C(c2ccc(-c3ccccc3)cc2)C1=O
→ i	0.2	-9.3%
Cc1cc(C(=O)Nc2cccc3ccccc23)oc1C
→ i	0.1	8.9%
O=C(O)c1c[nH]n2c(=S)ncnc12
→ i	0.2	2.0%

Rewritten as labelled records: part of the list above.
O=C1CCCCC1C1(O)C(=O)Nc2ccccc21 (stereo not drawn)
  Myeloid diff 2 = i
  Myeloid diff 2 GFP+ MAC1+ % = 0.7
  MgcRacGAP inhibition = 8.8%

CCCc1c(C(=O)N/N=C/c2ccc3c(c2)OCO3)nnn1-c1nonc1N
  Myeloid diff 2 = i
  Myeloid diff 2 GFP+ MAC1+ % = 0.2
  MgcRacGAP inhibition = 3.5%

Other entries follow:
Values run as follows: Myeloid diff 2	Myeloid diff 2 GFP+ MAC1+ %	MgcRacGAP inhibition
CC1=C(O)C(=O)C(c2c(C)cc(C)c(Br)c2C)=C(O)C1=O
→ i	0.2	8.7%
COc1ccc([C@H]2C[C@@H](O)[C@H](n3cc(C4CC4)nn3)CN2C(=O)c2cccs2)cc1
→ i	0.5	10.5%
COc1ccc(NC(=O)Nc2ccc3c(c2)C(=O)N([C@H](C)CO)C[C@H](C)[C@H](CN(C)Cc2ccc(C(=O)O)cc2)OCCCC[C@@H](C)O3)cc1
→ i	0.2	15.7%
CCCCOCCOC(=O)C1OC1(C)c1ccccc1 (stereo not drawn)
→ i	2.1	0.6%
CC(C)N1C(=O)C(=O)N(CC(=O)N2c3ccccc3CC2C)C1=O (stereo not drawn)
→ i	1.1	15.7%
C[C@@H]1CN([C@H](C)CO)C(=O)CCCn2nncc2CO[C@H]1CN(C)S(=O)(=O)c1ccc(Oc2ccccc2)cc1
→ i	1.1	1.8%
CCN(CC)c1ccc(C(NC(=O)C(C)C)c2ccc3cccnc3c2O)cc1 (stereo not drawn)
→ ?	·	6.4%
COC(=O)[C@H]1C[C@H](OC(=O)NC2CCCC2)[C@@]2(O)CN(S(=O)(=O)c3ccc(C)cc3)CC2[C@H]1C(=O)OC (stereo partly drawn)
→ i	1.8	12.8%
CN(C)CCN(C(=O)c1ccc2ccccc2c1)c1nc2cc3c(cc2s1)OCO3
→ i	0.6	7.9%
Cc1ccc(NC(=O)CN(C)C(=O)COc2ccc(Br)cc2)cc1
→ i	1.7	9.7%
Cc1cc(S(=O)(=O)Nc2ncnc3sccc23)ccc1F
→ i	0.4	16.2%
COc1ccc(N2CCN(CC(=O)Nc3c(C)cccc3C)CC2)cc1
→ i	0.4	26.4%
Cn1ccn(CCCCCCn2ccn(C)c2=S)c1=S
→ i	0.3	4.7%
Cc1onc(-c2ccccc2Cl)c1C(=O)O/N=C(\N)c1cccc([N+](=O)[O-])c1
→ i	3.0	17.2%
N#CCC(=O)Nc1ccc(C(=O)Nc2cccc(S(=O)(=O)N3CCCC3)c2)cc1
→ i	0.5	13.6%
COc1ccc(NC(=O)N(C)C[C@H]2Oc3cc(Br)ccc3S(=O)(=O)N([C@H](C)CO)C[C@@H]2C)cc1
→ i	0.7	11.0%
CC1C(=O)N(Cc2cn(Cc3ccco3)nn2)CCS(=O)(=O)N1Cc1ccc(-c2ccc(Cl)c(Cl)c2)cc1 (stereo not drawn)
→ i	1.4	9.1%
O=C(COC(=O)c1c(F)cccc1F)NC(=O)NCc1ccccc1
→ i	0.9	4.4%
C[C@@H]1CN([C@H](C)CO)S(=O)(=O)c2ccc(Br)cc2O[C@H]1CN(C)C(=O)Nc1ccccc1
→ i	1.7	8.4%
COc1ccc(C2CC(c3cccs3)=NN2C(=O)CCCC(=O)O)cc1OC (stereo not drawn)
→ i	0.6	1.1%
CCOC(=O)N1Cc2cc3ccccc3nc2C1
→ i	0.6	11.9%
Cc1noc(C)c1NC(=O)N(C)C[C@@H]1OCc2cn(nn2)CCCC(=O)N([C@H](C)CO)C[C@H]1C
→ i	1.5	9.5%
O=C(c1cc(C2CC2)nn1-c1ccccc1)N1CCN(S(=O)(=O)c2ccccc2F)CC1
→ i	0.5	3.0%
COc1ccccc1-c1ccc([C@@H]2C[C@H]3[C@H](CON3C)CN2C(=O)c2ccc(-c3ccccc3)cc2)cc1
→ i	0.5	15.6%
Cn1cnc2ncnn2c1=S
→ i	1.8	7.8%
C[C@@H]1CN([C@H](C)CO)C(=O)c2c(c3ccccc3n2C)-c2ccccc2CO[C@H]1CN(C)Cc1ccc(-c2ccccc2)cc1
→ i	0.4	9.2%
O=C(Nc1c(F)c(F)c(F)c(F)c1F)c1ccc(Br)o1
→ i	0.4	5.5%
CC1C(=O)N(Cc2cn(CCC3OCCCO3)nn2)CCS(=O)(=O)N1Cc1ccc(-c2ccc(Cl)nc2)cc1 (stereo not drawn)
→ i	0.6	12.7%
CC(C)CC1C(=O)N(Cc2cn(Cc3ccco3)nn2)CCS(=O)(=O)N1Cc1ccc(-c2cccc(CO)c2)cc1 (stereo not drawn)
→ i	0.4	16.2%
CCCCCCCCCC1(CC(=O)OCC)SCCN1C(N)=O (stereo not drawn)
→ i	0.4	6.3%

Reformatted field by field: 4 of the compounds above.
SMILES: COC(=O)[C@H]1C[C@H](OC(=O)NC2CCCC2)[C@@]2(O)CN(S(=O)(=O)c3ccc(C)cc3)CC2[C@H]1C(=O)OC (stereo partly drawn)
  Myeloid diff 2: i
  Myeloid diff 2 GFP+ MAC1+ %: 1.8
  MgcRacGAP inhibition: 12.8%

SMILES: COc1ccc(NC(=O)N(C)C[C@H]2Oc3cc(Br)ccc3S(=O)(=O)N([C@H](C)CO)C[C@@H]2C)cc1
  Myeloid diff 2: i
  Myeloid diff 2 GFP+ MAC1+ %: 0.7
  MgcRacGAP inhibition: 11.0%

SMILES: O=C(Nc1c(F)c(F)c(F)c(F)c1F)c1ccc(Br)o1
  Myeloid diff 2: i
  Myeloid diff 2 GFP+ MAC1+ %: 0.4
  MgcRacGAP inhibition: 5.5%

SMILES: COc1ccc(N2CCN(CC(=O)Nc3c(C)cccc3C)CC2)cc1
  Myeloid diff 2: i
  Myeloid diff 2 GFP+ MAC1+ %: 0.4
  MgcRacGAP inhibition: 26.4%

Further compounds:
smiles	Myeloid diff 2	Myeloid diff 2 GFP+ MAC1+ %	MgcRacGAP inhibition
C[C@H](CO)N1C[C@H](C)[C@H](CN(C)Cc2ccncc2)Oc2ncc(C#CC3CC3)cc2C1=O	i	1.2	7.1%
CCCCCC(=O)N1C[C@@H](n2cc(C3CC3)nn2)[C@H](O)C[C@@H]1c1ccc(C)cc1	i	0.8	12.8%
COc1ccc(NC(=O)N(C)C[C@@H]2OCc3cnnn3CCCC(=O)N([C@@H](C)CO)C[C@H]2C)cc1	i	1.0	8.7%
C[C@H](CO)N1C[C@H](C)[C@@H](CN(C)Cc2cccc(C(F)(F)F)c2)OCc2cnnn2CCCC1=O	i	1.2	8.8%
COc1ccc(CC(=O)NNC(=S)NC(=O)c2cc(OC)c(OC)c(OC)c2)cc1	i	0.7	8.4%
O=C(NCc1nnnn1-c1ccccc1)c1ccc2ccccc2c1	i	1.4	16.9%
CCOC(=O)c1ccc(NC(=O)NC2=NCCS2)cc1	?	·	0.8%
CC(C)(C)c1nnc(NC(=O)CCC2CCCCC2)s1	i	1.5	10.4%
C[C@@H]1CN([C@@H](C)CO)C(=O)CCCn2nncc2CO[C@H]1CN(C)S(=O)(=O)c1cccc(F)c1	i	1.5	7.1%
C[C@@H]1CN([C@@H](C)CO)C(=O)c2cc(Br)cnc2O[C@H]1CN(C)C(=O)c1ccccc1F	i	0.5	7.5%
CC(C)c1cc(C(F)(F)F)nc(NNc2nc(C(C)C)cc(C(F)(F)F)n2)n1	i	1.7	11.2%
Cc1ccc(-c2nn3c(-c4ccccc4)nnc3o2)cc1	i	1.3	1.6%
COc1ccc(S(=O)(=O)N(C)C[C@H]2OCc3cn(nn3)CCCC(=O)N([C@H](C)CO)C[C@@H]2C)cc1	i	0.6	13.4%
CC(C)CC1C(=O)N(Cc2cn(CC3CCCCC3)nn2)CCS(=O)(=O)N1Cc1ccc(-c2ccc(F)nc2)cc1 (stereo not drawn)	i	0.5	0.9%
CCOC(=O)C1CC(=NO)c2ccc(OC)c(OC)c2C1 (stereo not drawn)	i	0.9	6.6%
